TrxR1 substrate = qHTS Assay for Substrates of Mammalian Selenoprotein Thioredoxin Reductase 1 (TrxR1): qHTS; Thioredoxin reductase 1, cytoplasmic (Rattus norvegicus), O89049; purified TrxR1 substrate turnover, NADPH consumption readout; Potency, µM (titrated, usually from 114 µM), without a hit: at the top dose activity change, negative = substrate turnover; 0.01% of 390,000 active; also: potency is read from the fitted curve at half-maximal effect; % is scaled to controls: 0 for no effect and ±100 for the full control effect; nearly all actives have a fitted effect of over 50% in size
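Rat TrxR1, dispensed at 90 nM, was prereduced with 400 uM NADPH (final) for 5 min at ~22 deg C, then incubated with compound 15 min before 400 uM selenite. A first-read NADPH fluorescence drop versus no-compound background flagged substrates.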
Vif-A3F inh = qHTS for Inhibitors of Vif-A3F Interactions: qHTS; HeLa A3F-eYFP + Vif (tagged APOBEC3F with the HIV-1 protein that degrades it), YFP fluorescence increase; Potency, µM (titrated, usually from 46.1 µM), for the others: top-dose activity, negative = active; 0.2% of 390,000 active; AID 602313, 2012; also: potency is read from the fitted curve at half-maximal effect; % of control where 0% means no effect; nearly all actives have a fitted effect of over 65% in size
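HeLa cells stably expressing Vif plus C-terminally eYFP-tagged A3F were seeded, incubated overnight at 37 deg C, dosed with compound, incubated overnight again at 37 deg C. Yellow fluorescence (Ex 488/Em 500-530) reported blocked Vif-mediated A3F-eYFP degradation.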
LDHA inh = qHTS assay for inhibitors of human lactate dehydrogenase; L-lactate dehydrogenase A chain (Homo sapiens), P00338; purified LDHA, NADH/diaphorase-resazurin fluorescence; hits give low values; 0.15% of 480,000 active; AID 1347041, 2019; activity change, % (values are at about 110 or 230 µM); in the data active = activity change below about -30%; inconclusive = mostly about -25% to -30%;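 also: plate controls were DMSO wells for no effect and wells without enzyme for full effect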
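Human LDH5 (2 nM) was incubated with 0.06 mM NADH and 0.2 mM pyruvate for 5 min at room temperature in Tris pH 7.4. Remaining NADH was coupled through diaphorase/resazurin, and resorufin fluorescence was read at 0 and 20 min.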
PI4K2A inh = qHTS for small molecular inhibitors of PI4K2A; Phosphatidylinositol 4-kinase type 2-alpha (Homo sapiens), Q9BTU6; purified PI4K2A, ADP-Glo luminescence, 1 h; hits give low values; activity change, negative = inhibition, % at 76.9 µM; 0.13% of 420,000 active; in the data active = activity change below about -50%; inconclusive = mostly about -30% to -49%;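 also: -100% = wells without enzyme as full effect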
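PI4K2A activity was measured by ADP-Glo luminescence: enzyme (4 ug/mL stock) and phosphatidylinositol (1.2 mM stock) in Tris pH 7.5/MgCl2/EGTA/Triton X-100 buffer were reacted with ATP (300 microM stock) for one hour at ambient temperature.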
mIDH1 inhibitor = qHTS for Inhibitors of mutant isocitrate dehydrogenase 1 (IDH1): qHTS; Potency, µM (top dose mostly 76.6 µM), for the others: top-dose activity change, negative = inhibition, hits mostly inhibitors; IDH1-R132H enzyme, NADPH consumption, diaphorase/resazurin fluorescence; AID 602179, 2012; 0.093% of 390,000 active; also: potency is read from the fitted curve at half-maximal effect; % is scaled to controls: 0 for no effect and ±100 for the full control effect; nearly all actives have a fitted effect of over 65% in size
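IDH1-R132H (0.5 ug/mL dispensed) in pH 7.5 Tris buffer was preincubated 30 min with compound, then given a substrate mix of 0.016 mM NADPH and 2 mM alpha-KG for 80 min at room temperature; remaining NADPH was read by diaphorase/resazurin fluorescence.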
Vif-APOBEC3G blk = qHTS for Inhibitors of Vif-A3G Interactions: qHTS; DNA dC->dU-editing enzyme APOBEC-3G (Homo sapiens), Q9HC16; HeLa A3G-eYFP + Vif (tagged APOBEC3G with the HIV-1 protein that degrades it), YFP fluorescence, overnight; Potency, µM (highest dose often 46.1 µM), inactives show top-dose activity, negative = active, actives largely listed as inhibitors; 0.076% of 410,000 active;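 also: potency is read from the fitted curve at half-maximal effect; % is scaled to controls: 0 for no effect and ±100 for the full control effect; nearly all actives have a fitted effect of over 60% in size; hits raise eYFP signal because A3G escapes Vif-driven loss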
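HeLa cells stably expressing Vif and C-terminally eYFP-tagged A3G, seeded overnight at 37 deg C, then exposed to compound by pintool overnight at 37 deg C. Rise in yellow fluorescence (Ex 488/Em 500-530, Acumen) marks blocked Vif-driven A3G degradation.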
USP1 inh = Inhibitors of USP1/UAF1: Primary Screen. recombinant USP1/UAF1, Ub-Rhodamine cleavage fluorescence. AID 743255, 2014. 0.23% of 390,000 active. Ubiquitin carboxyl-terminal hydrolase 1 (Homo sapiens), O94782. Potency, µM (doses to about 57.1 µM), for inactives: at the highest dose activity change, negative = inhibition, most hits filed as inhibitors; also: potency is read from the fitted curve at half-maximal effect; % is scaled to controls: 0 for no effect and ±100 for the full control effect; nearly all actives have a fitted effect of over 60% in size; inactives centre near -12
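In this screen, compounds sit with the deubiquitinase complex (1nM) for 15 min at room temperature before Ub-Rho is added at 150nM final. Fluorescence rise is then followed for 6 reads every 60 seconds.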
RXFP1 agonist = qHTS Assay for Agonists of the Relaxin Receptor RXFP1. Relaxin receptor 1 (Homo sapiens), Q9HBX9. HEK293T-RXFP1 cAMP TR-FRET, 30 min; response scale: percent of porcine relaxin response, buffer zero. Potency, µM (highest dose often 57.5 µM), without a hit: at the top dose activation, actives largely listed as activators. 0.3% of 370,000 active. AID 2676, 2010; also: potency is read from the fitted curve at half-maximal effect; % is scaled to controls: 0 for no effect and ±100 for the full control effect; nearly all actives have a fitted effect of over 60% in size; many of its hits are not listed in these tables
Target sequence (Q9HBX9 whole entry, looked up): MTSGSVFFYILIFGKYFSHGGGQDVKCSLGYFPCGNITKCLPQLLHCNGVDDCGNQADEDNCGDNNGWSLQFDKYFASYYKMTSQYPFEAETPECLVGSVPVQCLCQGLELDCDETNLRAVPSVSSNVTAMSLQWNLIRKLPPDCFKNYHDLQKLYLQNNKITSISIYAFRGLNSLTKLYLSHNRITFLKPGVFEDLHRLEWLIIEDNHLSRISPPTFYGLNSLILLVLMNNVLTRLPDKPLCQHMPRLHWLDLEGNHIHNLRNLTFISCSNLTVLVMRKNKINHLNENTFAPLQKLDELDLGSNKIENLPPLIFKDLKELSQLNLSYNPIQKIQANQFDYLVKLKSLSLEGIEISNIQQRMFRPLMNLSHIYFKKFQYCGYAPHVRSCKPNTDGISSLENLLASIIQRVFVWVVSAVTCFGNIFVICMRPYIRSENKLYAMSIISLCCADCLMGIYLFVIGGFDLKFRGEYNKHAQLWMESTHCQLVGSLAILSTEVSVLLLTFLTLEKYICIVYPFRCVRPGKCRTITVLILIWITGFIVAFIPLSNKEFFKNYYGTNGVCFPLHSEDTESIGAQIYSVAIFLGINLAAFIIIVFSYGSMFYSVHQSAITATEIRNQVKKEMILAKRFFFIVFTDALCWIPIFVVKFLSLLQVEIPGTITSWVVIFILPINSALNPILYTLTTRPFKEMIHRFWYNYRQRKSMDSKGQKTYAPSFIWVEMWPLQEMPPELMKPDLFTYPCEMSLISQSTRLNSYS
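cAMP rise read by TR-FRET after 30 min, 37C compound exposure (up to 58 uM) in RXFP1-transfected HEK293 cells with Ro 20174 present. EC50 from Hill-equation fits, with 29 nM porcine relaxin as 100% and buffer as basal.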
Glioma ERSR ind = qHTS for Inducers of the Endoplasmic Reticulum Stress Response (ERSR) in Human Glioma: qHTS. U87-MG GRP78 promoter luciferase reporter, 16 h. Potency, µM, for the others: at the top dose activation, most hits filed as activators. 0.02% of 420,000 active; also: potency is read from the fitted curve at half-maximal effect; series mostly up to about 76 µM; % of control where 0% means no effect; nearly all actives have a fitted effect of over 35% in size
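Stably transfected U87-MG human glioma cells carrying a GRP78-based luminescent sensor were seeded at 1000 cells/well, pin-dosed with compounds and incubated 16 h. Luciferase reagent was then added, and end-point luminescence was read after 10 min at room temperature.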
* hit, by the source's call; ? = inconclusive; / = no result given; & = joins results of further samples; [ ] = another dose, or the depositor's remark. Unless noted, calls follow the shape of the dose curve; as a rule, active = well fitted curve in the direction sought with a large enough effect; inconclusive = small, poorly fitted or top-dose-only effect, or another doubt; inactive = no such curve, though single readings can be large; an effect the other way counts as inactive or inconclusive. An excerpt. The share of hits here may be higher or lower than overall.

SMILES | TrxR1 substrate | Vif-A3F inh | LDHA inh | PI4K2A inh | mIDH1 inhibitor | Vif-APOBEC3G blk | USP1 inh | RXFP1 agonist | Glioma ERSR ind
COc1ccc(S(=O)(=O)Nc2cc(C(=O)NCCCOC(C)C)ccc2N2CCOCC2)cc1 | -4% | 9% | -6 | 2 | -5% | 2% | -9% | -1.1% | -4%
O=S1(=O)CCOC[C@H](c2ccccc2)N1Cc1ccccc1F | 2%&-8% | -8% | -3 | -1 | 1% | -2%&0% | 12% | 0.7% | -1%&-2%
COc1cc(Cl)ccc1OCc1cc(C(=O)N2CCCC(OC)C2)no1 (configuration not stated) | 0% | 0% | -3 | -1 | 7% | 0% | -7% | 0.5% | 3%
CN1CCN(/C=N/c2c(C#N)cnn2-c2ccccc2)CC1 | 0% | -9% | -2 | 6 | -2% | -11% | 6% | -0.1% | -4%
CNC(=O)c1cnc2sc(N3CCC(C)CC3)nn2c1=O | 51%[activator][57.1 µM] | -1% | -15 | -17 | 34% | 2% | -19% | 16% | 1%
O=c1[nH]c(CSc2nc3ccccc3o2)nc2c1cnn2-c1ccccc1 | 7% | -23% | -4 | -3 | 2% | 0% | 1% | 4.5% | -4%
O=C(O)C(=O)/C(=C\c1ccccc1)c1ccc2ccccc2n1 | 3% | -2% | -4 | 0 | 9% | -5% | -21% | 1.2% | 6%
O=C(COc1nsnc1N1CCOCC1)Nc1ccc([N+](=O)[O-])cc1 | -2% | 0% | -4 | -1 | -7% | 0% | -10% | 4.3% | -3%
Cc1ccc(C(=O)c2coc3cc([N+](=O)[O-])c(O)c([N+](=O)[O-])c23)cc1 | -25% | 3% | 33 | -7 | 18% | -7% | -23% | -2.0% | 5%
Cc1ccccc1CN1C(=O)/C(=C\c2ccc(C(=O)NCCN3CCOCC3)cc2)Sc2ccccc21 | -1% | -16% | -3 | -5 | 2% | -1% | -15% | 2.1% | -3%
Cc1ccc(O)c(CNc2nc3ccccc3n2C)c1 | 4% | -8% | 0 | 1 | 4% | -1% | -13% | -1.2% | 4%
COc1cc(CCC(=O)OCC(=O)Nc2nc(C)c(Cl)cc2Cl)cc(OC)c1OC | 2% | 2% | -14 | 0 | 12% | 1% | -8% | 0.5% | -2%
Cn1c(N)nc2nc(CCc3ccccc3)c(=O)[nH]c2c1=O | 383%[activator] | 0% | 4 | -3 | 8% | -5% | ? | 6.4% | -3%
COc1c(O)ccc(/C=C(\C#N)c2nc3ccccc3[nH]2)c1[N+](=O)[O-] | -13% | 7% | -2 | -3 | 3% | -4% | -17% | 2.9% | 7%
CCCN1CCN(C(=O)c2cc(COc3ccc(F)cc3F)on2)CC1 | 0% | 4% | 0 | -3 | 8% | 0% | -20% | -1.0% | -2%
CCOc1cnc(-c2ccc(Cl)cc2)o1 | 2%[57.1 µM] | -8% | -1 | -16 | 1% | 2% | -15% | 3.0% | 5%
O=C(C[C@H]1C/C=C\C[C@@H](Cc2ccc(F)cc2)C(=O)O[C@@H](c2ccccc2)CNC1=O)N[C@@H](CO)Cc1ccccc1 | -6% | -1% | -12 | -5 | -5% | 1% | -27% | / | -4%
COc1ccc(S(=O)(=O)N2CCOCC2)cc1NC(=O)c1ccc2c(c1)OCCO2 | 6%[57.1 µM] | -10% | -4 | -1 | 6% | -1% | -9% | 1.8% | 0%
C#Cc1cccc(Nc2nc(NCCOC)nc3ccsc23)c1 | / | / | -8 | -1 | / | -22% | / | / | -4%
CCc1ccc([C@@H]2C[C@H]3[C@@H](CN2S(=O)(=O)c2ccc(C)cc2)C(=O)C[C@@H](c2ccccc2F)N3S(=O)(=O)c2ccc(C)cc2)cc1 | / | 0% | -9 | 0 | -1% | -5% | -26% | / | -1%
CC(C)(C)C1CCC2(CC1)NC(=S)N(c1ccccc1)N2 (configuration not stated) | -3% | -3% | 8 | -8 | 0% | -12% | -7% | 1.5% | 1%
CCC1(c2ccccc2)NC(=O)N(CC(=O)N(c2ccccc2)C2CCS(=O)(=O)C2)C1=O (configuration not stated) | 12%[57.1 µM] | 8% | 3 | 0 | 4% | -2% | -18% | / | 4%
CC1CN(c2cc(=O)n(-c3cccc(Br)c3)c(=O)[nH]2)CC(C)O1 (configuration not stated) | 13%[57.1 µM] | -11% | -6 | -7 | -10% | -1% | -22% | -0.5% | -1%
CCC(CC)C(=O)NCCc1ccc(F)cc1 | -3% | 5% | -2 | 6 | -1% | -1% | -11% | 0.1% | -1%
COc1ccc(NC(=O)c2ccc3[nH]c(C)c(C)c3c2)c(OC)c1 | 11% | -6% | -3 | -6 | 23% | 1% | -18% | 1.1% | 0%
CCCCNC(=O)NCc1cnn(C)c1C | 14%[57.1 µM] | 0% | -3 | 4 | 3% | 0% | -13% | 1.2% | -2%
NC(=O)c1ccsc1NC(=O)c1ccc(N2CCCC2=O)cc1 | -2% | 2% | -3 | 26 | 16% | -6% | -18% | 9.0% | 4%
COc1ccc(S(=O)(=O)N2CC=C(C(=O)Nc3ccc(NC(C)=O)cc3)CC2)cc1 | -12% | 8% | -2 | -2 | 2% | 0% | -6% | -0.9% | -1%
CCOc1ccc(C(C)NC(=S)NC2CCCCC2)cc1 (configuration not stated) | -7% | ? | -1 | 3 | 8% | -3% | 1% | 2.0% | -4%
CC(C)[C@H](NC(=O)N1c2ccccc2NC(=O)[C@@H]1C(C)C)C(=O)N1CCC(C(=O)O)CC1 | 0% | 2% | -11 | -7 | -10% | -3% | 3% | -0.8% | -1%
C[C@H]1CN([C@@H](C)CO)C(=O)Cc2cc(NS(C)(=O)=O)ccc2O[C@@H]1CN(C)CC1CC1 | 4% | -12% | 1 | -3 | 3% | -1% | ? | / | -2%
CCc1ccccc1N(CC(=O)NC(C)(C)C)C(=O)CCC(=O)Nc1ccccn1 | 1% | ? | 2 | -3 | 0% | 1% | -17% | 0.3% | -4%
O=S(=O)(O)c1ccc2c(c1)C(C(Cl)(Cl)Cl)OC(C(Cl)(Cl)Cl)O2 (configuration not stated) | 7%[57.1 µM] | -10% | -14 | -5 | 0% | 0% | -2% | / | -2%
CC1(C(=O)Nc2ccc3c(c2)OCCO3)CCN1C(=O)CC1CCCC1 (configuration not stated) | / | / | -7 | 4 | / | -2% | / | / | -4%
CCCc1cc(=O)[nH]c(SCC(=O)Nc2ccc(OCc3ccccc3)cc2)n1 | 0% | 2% | -12 | 1 | -14% | 1% | -20% | 1.6% | 3%
O=C(Nc1cc(C(F)(F)F)ccc1N1CCOCC1)c1ccccc1 | 3% | 0% | -1 | 2 | 6% | -1% | -15% | -0.6% | 1%
COc1ccc(C(=O)N(C)c2c(C)n(C)n(-c3ccccc3)c2=O)cc1OC | -2% | 1% | -6 | 1 | -11% | 1% | -3% | -1.4% | 8%
CC(C)(C)n1nc2c(c1NC(=O)C1CC(=O)N(c3ccc(Cl)cc3)C1)CS(=O)(=O)C2 (configuration not stated) | -4% | 2% | -3 | 2 | 4% | -5% | -7% | -1.7% | -5%
CCCSc1nc2cc(C)c(C)cc2n1CC(C)O (configuration not stated) | 5%[57.1 µM] | 7% | -7 | 1 | 2% | -6% | -14% | 0.5% | 6%
Cc1ccc(S(=O)(=O)N2CCCC(C(=O)NCCc3ccc(S(N)(=O)=O)cc3)C2)cc1 (configuration not stated) | -19%[57.1 µM] | 4% | -4 | -1 | 4% | -1% | -16% | 3.8% | -1%
Cc1cc(OC(C)C(=O)NCC(O)c2ccccc2)c2c(C)cc(=O)oc2c1 (configuration not stated) | 127%[activator] | -7% | -10 | -6 | -2% | 1% | -6% | 0.4% | 0%
O=C(CN1C(=O)NC2(CCCC2)C1=O)OCCOc1ccccc1Cl | 9%[57.1 µM] | -15% | -1 | 1 | 3% | -3% | -1% | 0.6% | -3%
CC(C)N1CN=C(Nc2nc3ccccc3o2)NC1 | -9%[57.1 µM] | -2% | -11 | 3 | -5% | 0% | -8% | -2.0% | 6%
Cc1cc(COc2ccccc2OCc2cc(C)no2)on1 | -3%[57.1 µM] | -14% | -3 | 7 | 4% | 0% | -20% | -0.4% | -2%
Cc1ccc2[nH]c(=O)c(CN(C)C(=O)c3cccs3)cc2c1 | 9% | 15% | -11 | 3 | ? | -2% | -19% | 1.0% | 6%

Compound activity deposited in PubChem BioAssay by National Center for Advancing Translational Sciences (NCATS).
